# Bioassay records as filed in PubChem BioAssay.
# TcdB GH inh = inhibitors of Clostridioides difficile toxin B glycohydrolase | inhibition, % at 9.99 µM | TcdB glycohydrolase enzymatic assay, plate reader | P18177 | actives 0.24% (n = 350,000); in the data active = inhibition above about 10%
# Active calls of the source: *. The list is partial, so the mix of outcomes need not match the whole.
# Start of the data: the first 6 records as a preview:
SMILES,TcdB GH inh
Cc1noc(C)c1NC(=O)N(C)C[C@@H]1Oc2c(NS(=O)(=O)c3c(C)noc3C)cccc2C(=O)N([C@@H](C)CO)C[C@@H]1C,1.8
CO[C@@H]1CN(C)C(=O)c2cc(NC(C)=O)ccc2OC[C@H](C)N(Cc2ccccc2F)C[C@@H]1C,-0.9
COc1ccc(S(=O)(=O)N[C@@H]2C=C[C@H](CC(=O)NCCc3ccccc3)O[C@H]2CO)cc1,-0.5
CC=Cc1ccc2n(c1=O)C[C@@H]1[C@@H](CO)[C@H](C(=O)N3CCc4ccccc4C3)N(C(=O)C3CC3)[C@H]21 (mixture of isomers),-2.0
C[C@H](CO)N1C[C@H](C)[C@H](CN(C)Cc2ccc(C(=O)O)cc2)Oc2cc(C#CCC3CCCC3)ccc2S1(=O)=O,-0.5
Cc1cc(C(=O)Nc2cccc3c2O[C@H](CN(C)C(=O)Nc2ccccc2)[C@@H](C)CN([C@H](C)CO)C3=O)n(C)n1,1.4

# This part in full, repeating the preview:
SMILES,TcdB GH inh
Cc1noc(C)c1NC(=O)N(C)C[C@@H]1Oc2c(NS(=O)(=O)c3c(C)noc3C)cccc2C(=O)N([C@@H](C)CO)C[C@@H]1C,1.8
CO[C@@H]1CN(C)C(=O)c2cc(NC(C)=O)ccc2OC[C@H](C)N(Cc2ccccc2F)C[C@@H]1C,-0.9
COc1ccc(S(=O)(=O)N[C@@H]2C=C[C@H](CC(=O)NCCc3ccccc3)O[C@H]2CO)cc1,-0.5
CC=Cc1ccc2n(c1=O)C[C@@H]1[C@@H](CO)[C@H](C(=O)N3CCc4ccccc4C3)N(C(=O)C3CC3)[C@H]21 (mixture of isomers),-2.0
C[C@H](CO)N1C[C@H](C)[C@H](CN(C)Cc2ccc(C(=O)O)cc2)Oc2cc(C#CCC3CCCC3)ccc2S1(=O)=O,-0.5
Cc1cc(C(=O)Nc2cccc3c2O[C@H](CN(C)C(=O)Nc2ccccc2)[C@@H](C)CN([C@H](C)CO)C3=O)n(C)n1,1.4
C[C@@H]1CN([C@@H](C)CO)C(=O)c2cc(NC(=O)Cc3cn(C)c4ccccc34)ccc2O[C@@H]1CN(C)Cc1ccc(Oc2ccccc2)cc1,-0.3
C[C@H](CO)N1C[C@H](C)[C@H](CN(C)CC2CC2)Oc2cc(C#Cc3cccc(F)c3)ccc2S1(=O)=O,-0.6
C[C@@H]1CN([C@H](C)CO)C(=O)Cc2cc(NC(=O)NC3CCCCC3)ccc2O[C@@H]1CN(C)C,-0.6
C[C@H](CO)N1C[C@H](C)[C@H](CN(C)S(=O)(=O)c2ccc(Cl)cc2)Oc2ccc(NC(=O)C3CCCCC3)cc2CC1=O,-1.6
C[C@H]1CCCCO[C@@H](CN(C)C(=O)Nc2ccc3c(c2)OCO3)[C@@H](C)CN([C@@H](C)CO)C(=O)c2cc(NC(=O)Nc3ccc(C(F)(F)F)cc3)ccc2O1,-1.2
C[C@@H]1CCCCO[C@@H](CN(C)S(=O)(=O)c2cccs2)[C@H](C)CN([C@@H](C)CO)C(=O)c2cc(NS(=O)(=O)c3cn(C)cn3)ccc2O1,1.5
CC(C)CC#Cc1ccc([C@@H]2[C@H]3CN(S(=O)(=O)c4ccc(F)cc4)CCCCN3[C@H]2CO)cc1,-0.9
CO[C@H]1CN(C)C(=O)c2cc(NC(=O)C3CCC3)ccc2OC[C@@H](C)N(Cc2ccncc2)C[C@H]1C,0.0
CC=Cc1ccc2n(c1=O)C[C@H]1[C@H](CO)[C@@H](C(=O)NCCOC)[C@@H]2N1Cc1ccccc1 (mixture of isomers),0.1
CCCNC(=O)N1C[C@@H](C)[C@@H](OC)CN(C)C(=O)c2ccc(NS(C)(=O)=O)cc2OC[C@H]1C,-1.2
COc1cccc(S(=O)(=O)N(C)C[C@H]2Oc3ncc(C#CC(C)C)cc3C(=O)N([C@H](C)CO)C[C@H]2C)c1,0.4
CNC[C@H]1Oc2ccc(NC(=O)CCC(F)(F)F)cc2C(=O)N([C@@H](C)CO)C[C@H]1C,1.1
CCCNC(=O)Nc1ccc2c(c1)C(=O)N(C)[C@H]1CC[C@H](CC(=O)NCC3CCCCC3)O[C@H]1CO2,-0.3
CN(C)C(=O)C[C@@H]1CC[C@@H]2[C@H](COC[C@@H](O)CN2Cc2nccs2)O1,0.7

# Overlap with the part before: 2 compounds, then new ones.
SMILES,TcdB GH inh
CCCNC(=O)Nc1ccc2c(c1)C(=O)N(C)[C@H]1CC[C@H](CC(=O)NCC3CCCCC3)O[C@H]1CO2,-0.3
CN(C)C(=O)C[C@@H]1CC[C@@H]2[C@H](COC[C@@H](O)CN2Cc2nccs2)O1,0.7
C/C=C/c1ccc2c(c1)O[C@@H](CN(C)CC1CCOCC1)[C@H](C)CN([C@@H](C)CO)S2(=O)=O,0.8
CO[C@@H]1CC[C@H]2CCOc3ccc(C#N)cc3C(=O)N(C)CCCC(=O)N(C)C[C@@H]1O2,0.0
CN1C(=O)c2cc(NC(=O)Nc3ccccc3F)ccc2OC[C@@H]2O[C@@H](CC(=O)NCc3ccc(-c4ccccc4)cc3)CC[C@@H]21,1.2
COC(=O)C[C@@H]1CC[C@@H]2[C@@H](COc3ccc(NC(=O)Nc4ccc(C)cc4)cc3C(=O)N2C)O1,1.4
COc1ccc(-c2ccc([C@@H]3[C@H]4CN(C(=O)C5CC5)CC(=O)N4[C@H]3CO)cc2)cc1,0.0
COc1ccc(NC(=O)N[C@H]2CC[C@@H](CCn3cc(-c4ccc(OC)cc4)nn3)O[C@@H]2CO)cc1,1.0
C[C@H]1CN([C@@H](C)CO)C(=O)c2cccc(NC(=O)C3CCCCC3)c2O[C@@H]1CN(C)Cc1ccc(C(=O)Nc2ccccc2N)cc1,-0.1
O=C1N[C@H](Cc2ccccc2)COCc2cn(nn2)CC[C@@H]1Cc1ccccc1,-1.3
CCCN1C[C@@H](C)[C@@H](OC)CN(C)C(=O)c2cc(NC(=O)Nc3c(C)noc3C)ccc2OC[C@H]1C,0.7
C[C@@H]1CN([C@H](C)CO)C(=O)c2cc(C#CC3CCCCC3)cnc2O[C@@H]1CN(C)C(=O)C1CCCCC1,1.4
CC(C)CC#Cc1ccc2c(c1)O[C@@H](CN(C)C(=O)Cc1ccncc1)[C@@H](C)CN([C@@H](C)CO)S2(=O)=O,-0.3
C[C@@H]1CN([C@@H](C)CO)C(=O)c2cc(C3=CCCCC3)cnc2O[C@H]1CN(C)C(=O)CN1CCOCC1,-0.9
COc1ccc(S(=O)(=O)Nc2ccc3c(c2)C(=O)N([C@@H](C)CO)C[C@H](C)[C@@H](CN(C)Cc2ccncc2)OCCCC[C@@H](C)O3)cc1,0.9
Cc1cccc(S(=O)(=O)N(C)C[C@H]2OCc3ccccc3-c3c(n(C)c4ccccc34)C(=O)N([C@@H](C)CO)C[C@@H]2C)c1,0.3
Cc1noc(C)c1NC(=O)N(C)C[C@H]1Oc2c(NS(=O)(=O)c3ccccc3)cccc2C(=O)N([C@@H](C)CO)C[C@@H]1C,-1.4
COc1ccc(-c2ccc([C@H]3[C@@H](CO)N(C(=O)C4CCOCC4)[C@H]3C#N)cc2)cc1,0.2
Cc1noc(C)c1NC(=O)Nc1ccc2c(c1)C(=O)N([C@@H](C)CO)C[C@@H](C)[C@H](CN(C)C(=O)Nc1ccc(C(F)(F)F)cc1)OCCCC[C@H](C)O2,0.0
CCCC#Cc1ccc2c(c1)O[C@@H](CN(C)C(=O)CC)[C@H](C)CN([C@@H](C)CO)S2(=O)=O,-4.1
[N-]=[N+]=NCc1ccccc1C[C@@]1(C(=O)NCC(O)CO)N=C(c2ccc(OCCCO)cc2)O[C@@H]1c1ccccc1 (some centres undefined),0.9
COCCOC(=O)N1C(=O)[C@@]2(c3ccccc31)[C@H](C(=O)Nc1nc3ccccc3s1)[C@H]1C(=O)O[C@H](c3ccccc3)[C@H](c3ccccc3)N1[C@@H]2c1ccccc1OCCO,0.0
CCCN1C[C@@H](C)[C@@H](OC)CN(C)C(=O)c2ccc(NC(=O)CC(F)(F)F)cc2OC[C@@H]1C,0.1
N#C[C@@H]1[C@@H](c2ccc(C#CC3(O)CCCC3)cc2)[C@@H](CO)N1C(=O)C1CC1,-0.7
C[C@@H]1CN([C@@H](C)CO)C(=O)Cc2cc(NC(=O)Nc3cccc4ccccc34)ccc2O[C@@H]1CN(C)S(=O)(=O)c1ccc(Cl)cc1,0.7
C[C@@H]1CN([C@@H](C)CO)C(=O)c2cccc(NS(=O)(=O)c3cn(C)cn3)c2O[C@@H]1CN(C)C(=O)Nc1ccc2c(c1)OCO2,0.3
CC(=O)N1[C@H](CO)[C@H](c2ccc(C3=CCCC3)cc2)C12CN(C(=O)NC(C)C)C2,-0.8
CO[C@@H]1CN(C)C(=O)c2cc(NC(=O)C3CCOCC3)ccc2OC[C@@H](C)N(C(C)=O)C[C@H]1C,-1.0
C[C@H](CO)N1C[C@H](C)[C@@H](CN(C)Cc2ccc(Cl)c(Cl)c2)Oc2ccc(NS(=O)(=O)c3ccc(F)cc3)cc2C1=O,-0.4
O=C([C@H]1[C@H](CO)[C@H]2Cn3c(ccc(-c4ccncc4)c3=O)[C@H]2N1Cc1cocn1)N1CCCCC1,-0.3
CCCNC(=O)N1CC2(CCN(C(=O)C3CCC3)CC2)c2c([nH]c3cc(OC)ccc23)[C@H]1CO,2.2
CCCN(C)C[C@@H]1Oc2ncc(Br)cc2C(=O)N([C@H](C)CO)C[C@H]1C,-0.2
O=C(NCC1CC1)[C@H]1[C@H](CO)[C@H]2Cn3c(ccc(-c4ccccc4)c3=O)[C@@H]1N2C(=O)C1CC1,0.1
C[C@@H]1CN([C@H](C)CO)C(=O)c2c(c3ccccc3n2C)-c2ccccc2CO[C@@H]1CN(C)S(=O)(=O)c1ccc([N+](=O)[O-])cc1,0.4
COc1ccc(S(=O)(=O)N(C)C[C@H]2OCCCC[C@@H](C)Oc3ccc(NC(=O)CCCN(C)C)cc3C(=O)N([C@@H](C)CO)C[C@H]2C)cc1,1.1
Cn1cnc(CCNC(=O)C[C@@H]2CC[C@@H]3[C@H](COC[C@@H](O)CN3C(=O)C3CCCC3)O2)c1,-0.2
C[C@@H]1CN([C@H](C)CO)C(=O)Cc2cc(NS(=O)(=O)c3ccc(F)cc3)ccc2O[C@H]1CN(C)Cc1ccc(Oc2ccccc2)cc1,-1.1
C[C@H](CO)N1C[C@H](C)[C@H](CN(C)Cc2ccccc2)Oc2ccc(NS(=O)(=O)c3cn(C)cn3)cc2C1=O,0.3
C[C@@H]1CN([C@H](C)CO)C(=O)c2ccccc2-c2ccccc2CO[C@@H]1CN(C)Cc1ccccc1,0.4
Cn1cnc(S(=O)(=O)N2C[C@@H](O)COC[C@@H]3O[C@@H](CC(=O)NCc4cccc(F)c4)CC[C@H]32)c1,0.6
CO[C@@H](CN(C)S(=O)(=O)c1ccc(C)cc1)[C@@H](C)CN(Cc1ccccc1Cl)[C@@H](C)CO,0.0
CC(=O)N1[C@@H]2Cn3c(ccc(-c4ccccc4)c3=O)[C@H]1[C@@H](C(=O)NCCCN1CCOCC1)[C@@H]2CO,1.5
CO[C@@H]1CN(C)C(=O)c2ccc(NC(=O)Nc3ccc(C(F)(F)F)cc3)cc2OC[C@H](C)NC[C@H]1C,-4.7
CO[C@H]1CN(C)C(=O)c2ccc(NC(=O)Nc3cccc(F)c3)cc2OC[C@@H](C)N(C)C[C@H]1C,1.2
O=C(C[C@@H]1C[C@H]2c3cc(NC(=O)Nc4ccc(C(F)(F)F)cc4)ccc3O[C@H]2[C@@H](CO)O1)NCc1ccccn1,0.2
CCCC(=O)Nc1ccc2c(c1)C(=O)N(C)[C@H]1CC[C@@H](CC(=O)Nc3ccccc3)O[C@@H]1CO2,0.2
C/C=C/c1ccc2c(c1)O[C@@H](CN(C)C(=O)CC)[C@@H](C)CN([C@@H](C)CO)S2(=O)=O,1.3
O=C(Cc1ccccn1)NCC[C@H]1CC[C@H](NS(=O)(=O)c2ccc(F)cc2)[C@H](CO)O1,-0.7
COc1ccccc1-c1ccc2n(c1=O)C[C@@H]1[C@@H](CO)[C@H](C(=O)NC3CCC3)N(C(=O)NC(C)C)[C@H]21,0.5
CCCC(=O)Nc1ccc2c(c1)OC[C@@H](C)N(C(=O)CN1CCOCC1)C[C@@H](C)[C@H](OC)CN(C)C2=O,-0.1
CC(C)[C@@H](C)NC(=O)N(C)C[C@@H]1OCc2ccccc2-c2ccccc2C(=O)N([C@@H](C)CO)C[C@H]1C,1.2
C[C@H]1CN([C@@H](C)CO)C(=O)Cc2cc(NC(=O)Cc3cn(C)c4ccccc34)ccc2O[C@H]1CN(C)S(=O)(=O)c1ccccc1,0.2
CCS(=O)(=O)N1CCC2(CC1)CN(C(=O)Cc1ccccn1)[C@@H](CO)c1[nH]c3cc(OC)ccc3c12,0.4
COc1ccc(-c2ccc(C3[C@H]4CNC[C@@H]3N4CC3CCOCC3)cc2)cc1 (some centres undefined),-0.2
C[C@H]1CN([C@@H](C)CO)C(=O)c2c(c3ccccc3n2C)-c2ccccc2CO[C@H]1CN(C)Cc1ccc(-c2ccccc2)cc1,-0.4
COC(=O)C[C@H]1CC[C@@H]2[C@@H](COc3ccc(NC(=O)c4ccc(F)cc4)cc3C(=O)N2C)O1,9.7
C[C@H](CO)N1C[C@H](C)[C@H](CN(C)Cc2ccccc2C(F)(F)F)OCc2ccccc2-c2c(n(C)c3ccccc23)C1=O,0.1
COc1ccc(NC(=O)N(C)C[C@@H]2Oc3ccc(NS(=O)(=O)c4ccccc4)cc3CC(=O)N([C@@H](C)CO)C[C@H]2C)cc1,-0.2
Cc1ccc(S(=O)(=O)Nc2ccc3c(c2)C(=O)N([C@@H](C)CO)C[C@H](C)[C@H](CN(C)C(=O)Nc2cccc4ccccc24)OCCCC[C@H](C)O3)cc1,-0.4
O=C(C[C@H]1CC[C@@H](NC(=O)Nc2ccc(C(F)(F)F)cc2)[C@@H](CO)O1)NCc1cccc(F)c1,1.1
COC(=O)[C@@H]1[C@@H](CO)[C@@H]2Cn3c(ccc(-c4cccc(F)c4)c3=O)[C@@H]2N1Cc1ccncc1,-0.1
